Cycloheximide cs: Cycloheximide Counterscreen for Small Molecule Inhibitors of Shiga Toxin. cell reporter, cycloheximide protein synthesis inhibition counterscreen. max response, %. 12% of 300,000 active. AID 2314, 2010; in the data active = max response mostly above about 13%, no sharp cut-off; inactive = mostly below about 14%; also: read at 38.3 µM for the half of the compounds with a filed dose; 0% is about no effect
Tb PYK inh: qHTS of Trypanosoma Brucei Inhibitors; pyruvate kinase (Trypanosoma brucei), Q57TT1; TbPYK enzyme, Kinase-Glo Plus ATP luminescence, 45 min; Potency, µM (highest dose often 76.8 µM), inactives show at the highest dose activity, negative = inhibition, hits mostly inhibitors; 0.12% of 410,000 active; AID 624173, 2012; also: potency is read from the fitted curve at half-maximal effect; % is scaled to controls: 0 for no effect and ±100 for the full control effect; nearly all actives have a fitted effect of over 50% in size
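Assay buffer: 50 mM TEA pH 7.2, 100 mM KCl, 10 mM MgCl2, 0.05% BSA, 0.01% Tween-20. Pyruvate kinase from T. brucei plus substrate met compound, then ADP (130 uM final). Luminescence was read post 45 min RT.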
Shiga toxin inh: A qHTS for Small Molecule Inhibitors of Shiga Toxin. inhibition, % at 38.7 µM. 9.2% of 290,000 active. AID 2315, 2010. Vero cells, Shiga toxin protein synthesis inhibition reporter; in the data active = inhibition mostly above about 28%, no sharp cut-off; inactive = mostly below about 43%; also: 0% is about no effect
Pf growth 48h: Primary qHTS for delayed death inhibitors of the malarial parasite plastid, 48 hour incubation. Potency, µM (doses to about 28.7 µM), without a hit: at the top dose activity change, negative = inhibition, hits mostly inhibitors. 5.9% of 310,000 active. P. falciparum luciferase growth in erythrocytes, 48 h. AID 504832, 2011; also: potency is read from the fitted curve at half-maximal effect; % is scaled to controls: 0 for no effect and ±100 for the full control effect
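Firefly luciferase activity from engineered P. falciparum reports growth; inhibitors lower the luminescent signal. Cultures contained 2% hematocrit erythrocytes at 0.1% final parasitemia.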
Pf growth 96h: Primary qHTS for delayed death inhibitors of the malarial parasite plastid, 96 hour incubation | AID 504834, 2011 | P. falciparum luciferase reporter growth, 96 h | Potency, µM (highest dose often 28.7 µM), for the others: at the highest dose activity change, negative = inhibition, usual class: inhibitors | 6.9% of 320,000 active; also: potency is read from the fitted curve at half-maximal effect; % is scaled to controls: 0 for no effect and ±100 for the full control effect
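96 h incubation, 37 C, 5% CO2, of luciferase-reporter P. falciparum-infected RBCs (2% hematocrit, 0.05% parasitemia final) with test compounds; endpoint luminescence.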
AmpC no deterg: qHTS Inhibitors of AmpC Beta-Lactamase (assay without detergent) | Potency, µM (titrated, usually from 57.1 µM), inactives show top-dose activity change, negative = inhibition, hits mostly inhibitors | 0.52% of 330,000 active | AmpC nitrocefin hydrolysis, absorbance 480 nm, 0.0001% Triton | AID 485341, 2010;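 also: potency is read from the fitted curve at half-maximal effect; plate controls were no compound for no effect and no enzyme for full effect; nearly all actives have a fitted effect of over 20% in size; some results filed as inactive show a strong effect at the top dose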
Target sequence (P00811 whole entry, looked up): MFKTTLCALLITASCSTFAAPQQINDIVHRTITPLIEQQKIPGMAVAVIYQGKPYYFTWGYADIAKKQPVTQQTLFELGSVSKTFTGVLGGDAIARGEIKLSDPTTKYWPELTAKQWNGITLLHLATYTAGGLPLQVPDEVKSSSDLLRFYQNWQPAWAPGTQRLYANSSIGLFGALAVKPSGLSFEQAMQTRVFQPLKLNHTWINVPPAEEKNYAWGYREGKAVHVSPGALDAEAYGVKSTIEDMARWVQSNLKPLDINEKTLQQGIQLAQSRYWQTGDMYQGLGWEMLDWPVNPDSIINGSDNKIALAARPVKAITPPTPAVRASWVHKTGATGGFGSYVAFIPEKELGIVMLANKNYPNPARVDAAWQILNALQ
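AmpC (5.3 nM in the dispensed reagent) in 20 mM phosphate pH 7.0 with 0.01% (detergent screen) or 0.0001% Triton X-100 was preincubated with compounds for 15 min at room temperature. Nitrocefin was then added from an 800 uM solution, and hydrolysis was followed at 480 nm.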
LmPK inh: qHTS Assay for Inhibitors of Leishmania Mexicana Pyruvate Kinase (LmPK); purified LmPK, Kinase-Glo ATP luminescence, 1 h; Q27686; Potency, µM (top dose mostly 57.5 µM), for inactives: at the highest dose activity change, negative = inhibition, most hits filed as inhibitors; 0.37% of 290,000 active; also: potency is read from the fitted curve at half-maximal effect; % is scaled to controls: 0 for no effect and ±100 for the full control effect
Target sequence (Q27686 whole entry, looked up): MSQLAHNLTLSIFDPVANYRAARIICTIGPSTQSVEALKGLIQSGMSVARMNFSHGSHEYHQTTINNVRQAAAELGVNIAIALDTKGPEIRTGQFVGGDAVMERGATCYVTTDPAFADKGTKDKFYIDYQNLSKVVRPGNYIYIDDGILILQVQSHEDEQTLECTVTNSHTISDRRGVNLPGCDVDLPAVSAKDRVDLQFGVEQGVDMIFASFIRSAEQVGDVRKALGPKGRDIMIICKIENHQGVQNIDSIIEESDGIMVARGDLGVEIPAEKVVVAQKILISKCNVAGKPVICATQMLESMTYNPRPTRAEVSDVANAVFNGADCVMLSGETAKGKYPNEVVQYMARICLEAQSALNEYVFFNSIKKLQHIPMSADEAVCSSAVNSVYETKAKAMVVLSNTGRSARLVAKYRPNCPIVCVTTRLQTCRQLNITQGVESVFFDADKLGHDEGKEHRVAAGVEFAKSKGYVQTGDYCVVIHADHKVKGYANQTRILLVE
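0.1 nM LmPK, 0.5 mM PEP, 0.1 mM ADP; 50 mM imidazole pH 7.2, 7 mM MgCl2, 50 mM KCl; 1 h RT. Kinase-Glo luminescence readout, normalized to no-enzyme (full inhibition) and uninhibited wells.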
Starred values were filed as active, the others as inactive; ? = inconclusive; / = no result given; [ ] = dose if it differs, or a comment. Unless noted, calls follow the shape of the dose curve; as a rule, active = well fitted curve in the direction sought with a large enough effect; inconclusive = small, poorly fitted or top-dose-only effect, or another doubt; inactive = no such curve, though single readings can be large; an effect the other way counts as inactive or inconclusive.

Keys: A = Cycloheximide cs; B = Tb PYK inh; C = Shiga toxin inh; D = Pf growth 48h; E = Pf growth 96h; F = AmpC no deterg; G = LmPK inh
Cc1nonc1NC(=O)c1oc2ccccc2c1C
  A: 36* | B: 12% | C: 86* | D: 9.3µM* | E: ? | F: -9% | G: 8%

CCOC(=O)C1=C(C)NC2=C(C(=O)c3ccccc32)C1c1cccc2ccccc12 (stereo not given)
  A: -10 | B: -4% | C: 1 | D: ? | E: ? | F: -12% | G: 1%

COc1cccc(CNC(=O)CCCC(=O)NC(C)CCc2ccccc2)c1 (stereo not given)
  A: 1 | B: -1% | C: -4 | D: -13% | E: ? | F: 60%[activator] | G: -8%

O=C(CCNC(=O)N1CC(=O)Nc2ccccc21)Nc1ccc(F)c(Cl)c1
  A: 1 | B: 1% | C: -4 | D: 6% | E: -29% | F: -1% | G: 3%

O=C(O)CCCNC(=O)c1cncc(Br)c1
  A: -1 | B: 3% | C: -2 | D: 0% | E: / | F: -18% | G: 3%

Cc1noc(NS(=O)(=O)c2ccc(NC(=O)CCN3C(=O)c4ccccc4C3=O)cc2)c1C
  A: -1 | B: 3% | C: -1 | D: 3% | E: 23% | F: -26% | G: 0%

COc1ccccc1N1CCN(C(=O)C(NS(=O)(=O)c2cccs2)c2ccccc2)CC1 (stereo not given)
  A: 1 | B: -5% | C: 17 | D: ? | E: / | F: 38% | G: 5%

CCOc1ccc(S(=O)(=O)NC(=O)c2ccccc2)cc1
  A: 1 | B: 6% | C: -1 | D: -1% | E: ? | F: -5% | G: 0%

Cc1csc(NC(=O)CCC(=O)N(CC(=O)NC2CCCC2)Cc2ccco2)n1
  A: 2 | B: -1% | C: -10 | D: ? | E: 1% | F: 13% | G: 6%

O=C(O)COc1ccc2nsnc2c1Cl
  A: -3 | B: 5% | C: -12 | D: 15% | E: ? | F: -9% | G: -3%

CCn1cc(C(=O)Nc2cc(C)ccc2C)c(=O)c2ccc(C)nc21
  A: 8 | B: / | C: 11 | D: 24% | E: 45% | F: -25% | G: -7%

Clc1ccc(C2=NN=C3COc4ccccc4N3C2)cc1
  A: -2 | B: 0% | C: 2 | D: -12% | E: 11% | F: -14% | G: 4%

O=C(CSCC(=O)Nc1ccccc1)N/N=C/c1c(O)ccc2ccccc12
  A: 19 | B: 3% | C: 8 | D: 2.6µM* | E: 1.9µM* | F: -41% | G: 3%

CCN(CC(=O)NCc1ccc(Cl)cc1)C(=O)/C=C/c1ccccc1
  A: -3 | B: -1% | C: -8 | D: -8% | E: 10% | F: 26% | G: -4%

O=C(CCCn1c(SCc2cccc([N+](=O)[O-])c2)nc2ccccc2c1=O)NCC1CCCO1 (stereo not given)
  A: 14 | B: -3% | C: -9 | D: ? | E: -15% | F: 26% | G: 3%

CCOC(=O)c1c(=O)n(O)c2ccc(C)cc2[n+]1[O-]
  A: -1 | B: -6% | C: -10 | D: 3% | E: -12% | F: -16% | G: 1%

O=C(CCCc1c[nH]c2ccccc12)N1CCN(c2ccc(N3CCOCC3)nn2)CC1
  A: -3 | B: -4% | C: -8 | D: / | E: -39% | F: 94%[activator] | G: 5%

S=C(N/N=C/c1cccs1)NC1CC2CCC1C2 (stereo not given)
  A: 24* | B: 1% | C: 47* | D: ? | E: 10µM* | F: -46% | G: 11%

Cc1cccc(COc2ccc(S(=O)(=O)N3CCOCC3)cc2[N+](=O)[O-])c1
  A: / | B: 2% | C: / | D: ? | E: ? | F: 42% | G: /

C=CCOc1ccc(/C=C/C(=O)OCC(=O)Nc2c(C)n(C)n(-c3ccccc3)c2=O)cc1
  A: / | B: 0% | C: / | D: 3% | E: 26% | F: 29% | G: /

C=C(CC[C@@H](C)[C@H]1CCC2[C@]1(C)CC[C@]13C[C@@]14CCC(OC(=O)/C=C/c1ccc(O)c(OC)c1)C(C)(C)[C@@H]4CC[C@@]23C)C(C)C (stereo not given in full)
  A: / | B: -8% | C: / | D: 0% | E: ? | F: / | G: /

O=C(c1cccc(C(=O)N2CCc3ccccc32)n1)N1CCc2ccccc21
  A: 5 | B: 4% | C: 5 | D: 12% | E: ? | F: 39% | G: 8%

Cc1ccc(S(=O)(=O)N2CCCC2C(=O)Nc2nccs2)cc1 (stereo not given)
  A: -3 | B: -8% | C: -16 | D: -5% | E: -20% | F: 0% | G: 5%

O=S(=O)(NCC1OCCc2ccccc21)c1ccc(S(=O)(=O)N2CCOCC2)cc1 (stereo not given)
  A: -2 | B: 1% | C: -10 | D: -13% | E: 103%[activator] | F: 20% | G: 1%

O=C(COC(=O)c1ccccc1)Nc1cccc(S(=O)(=O)N2CCOCC2)c1
  A: 6 | B: 4% | C: 6 | D: -11% | E: 17% | F: -33% | G: 1%

Cc1[nH]c(=S)sc1Cc1ccc(Cl)c(Cl)c1
  A: 1 | B: / | C: -12 | D: 13% | E: 30% | F: -20% | G: -8%

Cc1cc(C)nc(NS(=O)(=O)c2ccc(NC(=O)CSc3nc4ccccc4[nH]3)cc2)n1
  A: -1 | B: 0% | C: -5 | D: 0% | E: ? | F: -54% | G: -11%

CCOc1ccccc1NC(=O)CCNS(=O)(=O)c1ccc2[nH]c(=O)oc2c1
  A: -3 | B: 2% | C: -8 | D: 17% | E: ? | F: -16% | G: -8%

COc1ccc(-n2c(/C=C3\C(=O)N(C)c4ccccc43)nc3ccccc3c2=O)cc1
  A: -3 | B: -12% | C: -10 | D: 6.6µM* | E: 12µM* | F: -13% | G: 2%

CCn1c(C(=O)Nc2ccsc2C(=O)OC)cc2sc(Cl)cc21
  A: -8 | B: -7% | C: -13 | D: / | E: ? | F: -18% | G: 1%

O=C(O)C1CCCCC1C(=O)Nc1ccc(Cl)cc1 (stereo not given)
  A: 5 | B: -3% | C: 14 | D: 6% | E: ? | F: -14% | G: 1%

CN(Cc1cnn(C)c1)C(=O)C1CCC(=O)N(Cc2cccc(C(F)(F)F)c2)C1 (stereo not given)
  A: -3 | B: -13% | C: -3 | D: -6% | E: 2% | F: 16% | G: 2%

C=CCN(c1ccc(C(=O)Nc2ccc3c(c2)n(C)c(=O)n3C)cc1)S(C)(=O)=O
  A: 1 | B: -13% | C: / | D: ? | E: ? | F: 0% | G: 2%

O=C(Cn1nc(-c2ccco2)ccc1=O)Nc1ccc(Cl)c(Cl)c1
  A: 5 | B: ? | C: -5 | D: 2% | E: -15% | F: -9% | G: 2%

O=C(CCc1nc2ccccc2c(=O)[nH]1)OCCOc1ccc(Cl)cc1
  A: 25 | B: -8% | C: -4 | D: 21% | E: -4% | F: 24% | G: 1%

O=C(CS(=O)(=O)c1ccc(F)cc1)Nc1nccs1
  A: / | B: -2% | C: / | D: 12% | E: 21% | F: 32µM* | G: /

COc1ccc(NC(=O)NC2CCCCC2C)cc1 (stereo not given)
  A: 1 | B: 3% | C: 27 | D: -11% | E: ? | F: -15% | G: 3%

S=c1[nH]nc(COc2ccccc2)n1/N=C/c1cccs1
  A: -1 | B: ? | C: 18 | D: 25% | E: 54%[activator] | F: -17% | G: -28%

Cc1ccc(S(=O)(=O)N2CCOCC2)cc1C(=O)N1CCN(S(=O)(=O)c2cccc(F)c2)CC1
  A: / | B: 0% | C: / | D: ? | E: ? | F: 111%[activator] | G: /

Cc1ccc(S(=O)(=O)/C(C#N)=C/c2c(N3CCN(Cc4ccccc4)CC3)nc3ccccn3c2=O)cc1
  A: 1 | B: -3% | C: -4 | D: ? | E: ? | F: 61%[activator] | G: 1%

COc1ccc(CNCCC(c2ccc(OC(C)C)cc2)c2ccccc2OC)cc1OC (stereo not given)
  A: -9 | B: 3% | C: -4 | D: 13µM* | E: ? | F: 86%[activator] | G: 3%

CCOC(=O)c1c(NC(=O)COC(=O)CCOc2ccc(C)cc2)sc(C(=O)N(C)C)c1C
  A: / | B: 1% | C: / | D: -5% | E: 21% | F: 208%[activator] | G: /

COc1ccc(NC(=O)COC(=O)C2CCN(S(=O)(=O)c3cccs3)CC2)cc1
  A: -4 | B: 2% | C: -15 | D: 22% | E: 9% | F: -27% | G: 4%

COc1cc(NC(=O)C(C)C)ccc1NC(=O)c1ccco1
  A: 58* | B: 3% | C: 63 | D: 199%[activator] | E: 12% | F: -15% | G: -6%

COc1ccccc1N1C(=O)CC(Sc2nc(C)cc(C)n2)C1=O (stereo not given)
  A: -2 | B: -11% | C: -9 | D: -1% | E: / | F: -28% | G: 3%

Fc1ccc(CNCCc2c[nH]c3ccccc23)cc1
  A: -3 | B: -5% | C: -10 | D: -28% | E: ? | F: -40% | G: 0%

O=C(CSc1ccc(-c2ccc(Br)cc2)nn1)NC1CCCC1
  A: 1 | B: 1% | C: -12 | D: ? | E: 39%[activator] | F: -2% | G: 2%

CCN1CCN(Cc2ccc(NC(=O)Nc3ccccc3Cl)cc2)CC1
  A: 47* | B: -3% | C: 97* | D: -2% | E: 0% | F: -1% | G: -4%

COC(=O)C1Cc2ccccc2CN1S(=O)(=O)c1ccc(C)cc1 (stereo not given)
  A: 6 | B: -1% | C: 13 | D: -4% | E: ? | F: -26% | G: 2%

S=c1[nH]c2cc(Cl)ccc2s1
  A: 1 | B: -20% | C: -2 | D: 30%[activator] | E: 16% | F: -35% | G: -14%

(list continues)
Keys: A = Cycloheximide cs; B = Tb PYK inh; C = Shiga toxin inh; D = Pf growth 48h; E = Pf growth 96h; F = AmpC no deterg; G = LmPK inh
O=C(c1ccc2ccccc2c1)N1CCN(c2ccccn2)CC1
  A: -3 | B: 3% | C: -3 | D: -8% | E: ? | F: 17% | G: -4%

CC(=C/c1ccccc1)/C=N/NC(=O)c1cc(C)oc1C
  A: 35* | B: 1% | C: 0 | D: ? | E: 9.3µM* | F: -30% | G: -12%

Cn1c(-c2ccc(Cl)nc2)nc2cc(Cl)ccc21
  A: 16 | B: 2% | C: 27 | D: 19% | E: 32% | F: -18% | G: 1%

CCOc1ccc(NC(=O)CC2SC(=O)N(c3ccccc3)C2=O)cc1 (stereo not given)
  A: 21* | B: -1% | C: 44* | D: 39%[activator] | E: ? | F: -16% | G: 2%

Cc1ccc(C(=O)N/C(=C/c2ccccc2F)C(=O)NCCCn2ccnc2)cc1
  A: -8 | B: -9% | C: -8 | D: -16% | E: ? | F: 1% | G: -13%
